Akt phos inh = inhibitors of Akt phosphorylation; 360,000 tested, 0.32% active; Neuro2A IGF-stimulated pAkt S473 HTRF, 20 min; active compounds read low; activity change, % for hits at 50 µM; AID 651550; in the data active means activity change below about -80%; inconclusive means mostly about -51% to -80%; further: on the % scale 0 is the no-effect control and ±100 the full control effect
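Neuro2A cells in DMEM with 0.5% FBS, overnight at 37 deg C, given compound at single 50 µM final, then IGF (6 nM final) for 20 min at 37 deg C. Lysed; phospho-Akt Ser473 by HTRF after 24 h, 665/615 ratio.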
HepG2 viability = kills HepG2 cells in TGF-b inhibitor counter-screen. HepG2 CAGA-GFP viability, ATP luminescence, 18 h. Potency, µM (highest dose often 46.1 µM), for inactives: at the highest dose activity change, negative = cytotoxicity, actives largely listed as cytotoxic. 410,000 tested, 0.76% active; further: potency means the concentration at half of the fitted maximal effect; some results filed as inactive show a strong effect at the top dose
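HepG2 CAGA-GFP cells (1000/well, DMEM with 1% FBS) received compound, then TGF-beta at 500 pg/mL final, and were incubated 18 hours at 37 degrees C. Viability was read by CellTiter-Glo luminescence. Media-only wells were set as complete cell-killing and DMSO as no toxicity.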
CCT modulator = cytosolic chaperonin activity modulation | 360,000 tested, 0.3% active | activity change, % (no concentration beside the values), hits read low | purified chaperonin ATPase assay, HTRF ADP detection, 30 min; in the data active means activity change below about -30%; further: on the % scale 0 is the no-effect control and ±100 the full control effect
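ATPase activity: ADP formed was measured by HTRF Transcreener (665/615 nm ratio) after 30 min at 37 deg C with 10 uM ATP. Compounds screened at one 76 uM concentration against 40 or 20 nM TRiC in Tris pH 7.4/KCl/MgCl2/DTT buffer.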
Nrf2 ARE act = activators of Nrf2 (ARE) signaling; AREc32 ARE-luciferase reporter (MCF7-derived line), luminescence, 24 h; 410,000 tested, 0.31% active; Potency, µM (doses to about 46.1 µM), without a hit: at the top dose activation, usual class: activators; further: potency means the concentration at half of the fitted maximal effect; % of control where 0% means no effect; nearly all actives have a fitted effect of over 65% in size
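AREc32 cells carrying an ARE-driven firefly luciferase, 1000 cells/well in OPTI-MEM with 5% FBS, dosed after overnight attachment and incubated 24 hr at 37 deg C. Steady-Glo luminescence read after 30 min at RT.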
TGFb SMAD3 inh = TGF-b pathway inhibition | HepG2 CAGA-GFP TGF-b/SMAD3 reporter, GFP fluorescence, 18 h; TGF-beta stimulated, 500 pg/mL final | Potency, µM (series often up to 46.1 µM), for the others: at the top dose activity, negative = inhibition, hits mostly inhibitors | 410,000 tested, 1.2% active; further: potency means the concentration at half of the fitted maximal effect; on the % scale 0 is the no-effect control and ±100 the full control effect; nearly all actives have a fitted effect of over 65% in size
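Smad-responsive CAGA-GFP expression was quantified in HEPG2 cells exposed to compounds and 500 pg/mL final TGF-beta for 18 h at 37 degrees C; unstimulated wells defined full inhibition.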
S2 tox = cell viability loss in ATXN counter-screen; S2 cells (HEK-293 line with an ATXN2-luciferase reporter) viability, CellTiter-Fluor protease fluorescence, 24 h; Potency, µM (doses to about 56.7 µM), actives largely listed as cytotoxic; 400,000 tested, 0.49% active; AID 651635; further: potency means the concentration at half of the fitted maximal effect; nearly all actives have a fitted effect of over 40% in size
A549 tox = A549 cytotoxicity, counter-screen for Nrf2 inhibitors. A549 ARE-Fluc cells, CellTiter-Fluor viability, 18-24 h. Potency, µM (highest dose often 46 µM), inactives show at the highest dose activity change, negative = cytotoxicity, actives largely listed as inhibitors. 390,000 tested, 0.16% active. AID 504648; further: potency means the concentration at half of the fitted maximal effect; on the % scale 0 is the no-effect control and ±100 the full control effect
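A549 ARE-Fluc cells in 5% FBS OPTI-MEM, 5000 cells/well, rested 2 h then exposed to compounds in concentration-response for 18-24 h at 37 °C. Viability by CellTiter-Fluor fluorescence (Ex 405/Em 525) after 30 min; luciferase luminescence (BugLite, 15 min, RT) read afterwards.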
Mm-Cpn inhibitor = M. maripaludis TRiC chaperonin inhibition. purified Mm-Cpn ATPase, ADP Transcreener TR-FRET. Potency, µM (titrated, usually from 76.9 µM), without a hit: at the highest dose activity, negative = inhibition, most hits filed as inhibitors. 330,000 tested, 0.031% active. AID 504842; further: potency means the concentration at half of the fitted maximal effect; on the % scale 0 is the no-effect control and ±100 the full control effect; nearly all actives have a fitted effect of over 80% in size
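25 nM Mm-CPN + cpd, 10 min 37°C; + 10 uM ATP, 30 min 37°C; buffer 30 mM Tris pH 7.4, 100 mM KCl, 5 mM MgCl2, 1 mM DTT; Transcreener ADP HTRF detection 30 min RT.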
Nrf2 block = blocks Nrf2 signaling | 360,000 tested, 2.1% active | Potency, µM (highest dose often 46 µM), without a hit: top-dose activity change, negative = inhibition, actives largely listed as inhibitors | A549 ARE-Fluc reporter, luciferase luminescence, 18-24 h; further: potency means the concentration at half of the fitted maximal effect; on the % scale 0 is the no-effect control and ±100 the full control effect; nearly all actives have a fitted effect of over 60% in size
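A549 ARE_Fluc cells (5000/well, 5% FBS OPTI-MEM) pre-incubated 2 h, then treated with compounds 18-24 h at 37C/5% CO2 in concentration-response. CellTiter-Fluor viability read first; BugLite luciferase luminescence after 15 min at room temperature gives Nrf2 activity.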
Active calls of the source: *; i = inactive; ? = inconclusive; / = no result given; [ ] = remark or other dose. Unless noted, the call rests on the fitted dose curve; in most records, active means well fitted curve in the direction sought with a large enough effect; inconclusive means small, poorly fitted or top-dose-only effect, or another doubt; inactive means no such curve, though single readings can be large; an effect the other way counts as inactive or inconclusive.

no.	Molecule	Akt phos inh	HepG2 viability	CCT modulator	Nrf2 ARE act	TGFb SMAD3 inh
1	COC(=O)c1c(C)oc2ccc(N(C(=O)Oc3ccccc3)S(=O)(=O)c3ccccc3)cc12	i	-4%	-6.6	0.2%	-1%
2	Cc1ccc(NC(=O)C(=O)NCCN2CCN(C(=S)Nc3ccccc3)CC2)cc1	i	7%	-1.9	0.1%	0%
3	Brc1ccccc1-n1nnc(-c2cnc3ccccc3c2)n1	i	-37%	-4.9	16%	?
4	CC1(c2cccc(Br)c2)NC(=O)N(CC(=O)Nc2ccc(N3CCCCC3)cc2)C1=O (stereo not drawn)	i	-10%	0.1	3.9%	-27%
5	COC(=O)c1ccc(CSc2nc(C(F)(F)F)c3c(c2C#N)CCC3)o1	i	4%	0.7	1.3%	7%
6	COc1ccc(C2=NOC(C(=O)N3CCCCCC3)C2)cc1OC (stereo not drawn)	i	-15%	0.5	-0.3%	-4%
7	Cc1ccc2c(c1)N(CC(=O)NC1CCCC(C)C1C)C(=O)c1cccnc1O2 (stereo not drawn)	i	-10%	0.2	0.1%	6%
8	CN(CCCNC(=O)c1cn(C)c2ccc(S(=O)(=O)N(C)C)cc2c1=O)c1ccccc1	i	-6%	-2.3	0.1%	5%
9	O=C(CNC(=O)c1ccco1)Nc1ccncc1	i	0%	1.2	0.3%	5%
10	COc1ccc(CCNC(=O)C2(C)CCC(=O)N2Cc2ccc(F)cc2Cl)cc1OC (stereo not drawn)	i	8%	-2.4	-0.5%	0%

no.	S2 tox	A549 tox	Mm-Cpn inhibitor	Nrf2 block
1	i	-10%	0%	?
2	i	16%	-1%	3%
3	i	12%	/	?
4	i	/	/	/
5	i	5%	1%	7%
6	i	0%	-3%	-5%
7	i	3%	1%	-3%
8	i	-16%	-4%	?
9	i	0%	3%	3%
10	i	5%	1%	2%

Continued.
no.	Molecule	Akt phos inh	HepG2 viability	CCT modulator	Nrf2 ARE act	TGFb SMAD3 inh
11	CSc1ccc(CCNC(=O)C2=C(C)C(=O)OC23CCCCC3)cc1	/	-24%	/	-1.5%	/
12	Cc1cccc(C2=NN(c3ccccc3)[C@@H](C(=O)N3CCOC3=O)[C@@H]2c2ccc(Cl)cc2)c1	i	-21%	-1.2	6.3%	?
13	Cn1c2ccccc2c2cnn(CC(=O)N3CCCCC3)c(=O)c21	i	-14%	-1.7	0.0%	2%
14	Cc1ccccc1NC(=O)Cc1nnc(SCc2ccc(Cl)c(Cl)c2)n1C	i	-29%	-1.5	0.1%	5%
15	Cn1cnc(S(=O)(=O)NC2CCN(Cc3ccccc3)CC2)c1	i	1%	-1.4	-0.2%	13%
16	COC(=O)/C=C1/N/C(=N\c2nc(C)cc(C)n2)N(c2ccc(Cl)cc2)C1=O	i	10%	1.0	5.5%	-13%
17	Cc1cc(C)c(S(=O)(=O)CCC(C)C)c(=O)[nH]1	i	6%	0.9	0.4%	16%
18	CC(=O)c1cccc(NC(=O)C2CCCC2)c1	i	0%	0.0	0.1%	-6%
19	COc1cccc(N(CC(=O)Nc2ccc3c(c2)OCO3)S(=O)(=O)c2ccccc2)c1	i	0%	-1.0	2.2%	-9%
20	COc1ccc(CC(=O)Nc2nnc(C)s2)cc1	i	10%	1.1	-0.6%	3%

no.	S2 tox	A549 tox	Mm-Cpn inhibitor	Nrf2 block
11	/	-10%	/	-5%
12	/	-1%	-23%	2%
13	i	0%	1%	-18%
14	i	-1%	-2%	-9%
15	i	0%	1%	2%
16	i	-3%	-6%	9%
17	i	2%	3%	5%
18	i	1%	2%	27%
19	i	-27%	3%	?
20	i	-5%	3%	-9%

Later entries.
no.	Molecule	Akt phos inh	HepG2 viability	CCT modulator	Nrf2 ARE act	TGFb SMAD3 inh
21	c1ccc(NN=C(c2ccccc2)c2cccs2)cc1	i	-19%	-1.2	7.8%	-15%
22	O=C(COC(=O)C12CC3CC(CC(C3)C1)C2)Nc1ncc(Cl)cc1Cl	/	9%	-2.9	-0.3%	-12%
23	CCN(/N=C/c1cccs1)c1cc(=O)n(C)c(=O)[nH]1	i	7%	2.8	-0.2%	0%
24	O=C(Nc1ccccc1)Nc1nnc(/C=C/c2ccccc2Cl)s1	i	-6%	-0.8	-0.5%[9.22 µM]	-17%
25	Cc1cccc(NC(=O)CSCC(=O)Nc2cc(C(F)(F)F)ccc2N2CCOCC2)c1	i	-33%	-0.6	-2.7%	?
26	C[C@H]1CN([C@@H](C)CO)C(=O)Cc2cc(NC(=O)CCC(F)(F)F)ccc2O[C@H]1CN(C)Cc1ccc(C(F)(F)F)cc1	i	-21%	1.3	0.2%	?
27	Cc1cccc(OC(=O)c2cn(C)nc2C(F)(F)F)c1C	i	-13%	-4.1	0.2%	6%
28	Cc1nc(-c2c(C(=O)NNC(=O)Nc3c(C)cccc3C)noc2C)cs1	i	8%	-0.4	0.1%	1%
29	S=c1sc2c(N3CCOCC3)ncnc2n1-c1ccccc1	i	-4%	-2.4	0.3%	-4%
30	O=c1cc(CNc2ccc(Br)cc2)nc2sccn12	i	-36%	-19	4.6%	-22%

no.	S2 tox	A549 tox	Mm-Cpn inhibitor	Nrf2 block
21	i	/	/	/
22	i	-7%	-4%	/
23	i	3%	-1%	/
24	i	1%	2%	5%
25	?	/	/	/
26	/	-7%	2%	?
27	i	7%	0%	/
28	i	4%	-1%	7%
29	i	-10%	-3%	15%
30	i	-4%	-1%	15%

One compound at a time (already shown). Values in the order: Akt phos inh, HepG2 viability, CCT modulator, Nrf2 ARE act, TGFb SMAD3 inh, S2 tox, A549 tox, Mm-Cpn inhibitor, Nrf2 block
`c1ccc(NN=C(c2ccccc2)c2cccs2)cc1` is listed with i, -19%, -1.2, 7.8%, -15%, i, /, /, /
`O=C(COC(=O)C12CC3CC(CC(C3)C1)C2)Nc1ncc(Cl)cc1Cl` is listed with /, 9%, -2.9, -0.3%, -12%, i, -7%, -4%, /

New compounds follow:
no.	Molecule	Akt phos inh	HepG2 viability	CCT modulator	Nrf2 ARE act	TGFb SMAD3 inh
31	O=C(NCc1ccccc1)c1ccco1	i	5%	-0.9	-0.9%	0%
32	O=C(c1ccc(OC2CCN(C(=O)c3cccnc3)CC2)cc1)N1CCCCCC1	i	3%	0.1	0.4%	3%
33	O=C(O)c1ccc(C2CCCCC2)cn1	i	-36%	-0.3	-0.1%	0%
34	CC(C)N(C(=O)COC(=O)CNS(=O)(=O)c1ccccc1F)c1ccccc1	i	-1%	-0.1	0.1%	-12%
35	COc1ccc(CNC(=O)[C@@H](NC(=O)C2CCN(C(=O)[C@@H](N)CCSC)CC2)C(C)C)cc1	i	-1%	-1.7	-0.2%	24%
36	COC(=O)Cn1c2ccc(OC)cc2c2nc3ccccc3nc21	i	-4%	-1.5	0.3%	3%
37	COc1cccc(-c2cn3c(n2)sc2cc(C(=O)NCCCc4ccccc4)ccc23)c1	/	-5%	/	5.4%	-4%
38	CCNS(=O)(=O)c1ccc(CCC(=O)N2CCC(C)CC2)cc1	i	-34%	-1.2	-0.4%	4%
39	O=c1c2cc(NC(=S)N3CCCC3)ccc2nc2n1CCCCC2	i	-4%	-0.1	-0.1%	-1%
40	O=C(c1ccc([N+](=O)[O-])cc1)N(Cc1ccccc1)Cc1ccccc1	i	-20%	1.9	-0.5%	-7%

no.	S2 tox	A549 tox	Mm-Cpn inhibitor	Nrf2 block
31	i	-4%	0%	-9%
32	i	-13%	3%	?
33	i	0%	1%	-10%
34	i	-2%	-1%	2%
35	i	-24%	1%	-2%
36	i	-1%	0%	5%
37	/	0%	/	8%
38	?	-5%	-2%	1%
39	i	6%	0%	5%
40	i	2%	/	?

Next results.
no.	Molecule	Akt phos inh	HepG2 viability	CCT modulator	Nrf2 ARE act	TGFb SMAD3 inh
41	O=C1COc2ccc(C(=O)COC(=O)/C=C/c3cccc(F)c3)cc2N1	i	2%	-1.2	-0.3%	-6%
42	COc1ccc(CCNc2nc(-c3ccccn3)cs2)cc1OC	i	-17%	-0.8	4.3%	-25%
43	COC(=O)C(NC(=O)C(CC(C)C)NC(=O)C1CCC(C)CC1)C(C)C (stereo not drawn)	i	1%	-1.3	0.0%	0%
44	OCCNCc1cc(Br)ccc1OCc1ccccc1	i	-11%	-0.1	-0.3%	6%
45	CCc1nc2c(OCc3ccccc3)cccn2c1N(C)C(=O)c1ccc2c(c1)OCO2	i	-7%	0.0	0.0%	5%
46	O=c1c(C/C=C/c2ccccc2)c(O)ccn1CCc1c[nH]c2ccccc12	i	-16%	0.6	-0.7%	-4%
47	O=C(CC1C[C@H](C(=O)N2CCOCC2)[C@@]2(CCC3CCCC3)c3[nH]c4ccccc4c3CCN2C1=O)NCCN1CCOCC1 (stereo partly drawn)	i	11%	0.0	-0.4%	0%
48	CCN1C/C(=C/c2sccc2C)c2nc3ccccc3c(C(=O)O)c2C1	i	16%	-1.2	0.0%	-9%
49	O=C(Nc1ccc(NC(=O)c2cccs2)cc1Cl)c1ccco1	i	-26%	-1.9	5.7%	?
50	CCOc1ccc(CCNC(=O)CCC(=O)Nc2ccc3nc(N4CCN(C)CC4)cc(C)c3c2)cc1OCC	i	-6%	-1.3	-0.4%	-6%
51	CN(c1ccc(F)cc1)S(=O)(=O)N1CCCC(C(=O)NCCc2ccccc2)C1 (stereo not drawn)	/	-30%	/	4.5%	?

no.	S2 tox	A549 tox	Mm-Cpn inhibitor	Nrf2 block
41	i	-4%	-2%	7%
42	?	0%	0%	8%
43	i	-3%	2%	-14%
44	i	-3%	1%	-14%
45	i	/	/	/
46	i	0%	-1%	4%
47	i	6%	0%	-8%
48	i	-2%	-3%	6%
49	i	-1%	1%	1%
50	i	13%	1%	2%
51	/	-1%	/	-1%

Source: PubChem BioAssay
